b-catenin transl – modulators of beta-catenin nuclear translocation, primary screen, imaging, HeLa cells, immunofluorescence, high-content. nuclear translocation activity, % at 5 µM. 0.3% of 190,000 active. AID 1665, 2009;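 active means nuclear translocation activity above 50% at 5 µM, with a well cell count of 50 or more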;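 further: per-cell ratio of nuclear to cytoplasmic median beta-catenin stain intensity; plate controls were DMSO negative control for no effect and GSK-3 inhibitor IX positive control for full effect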
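System: Human HeLa cells, endogenous beta-catenin | Compound dosing: 5 µM primary, 0.02–20 µM confirmation | Timing: 24 h compound exposure at 37°C, 5% CO2 | Measured by: Fluorescence imaging of beta-catenin antibody stain plus DAPI | Read-out basis: % activation of per-cell nuclear versus cytoplasmic median beta-catenin signal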
T cell modulator – modulators of CD8 T cell-vesicle binding, primary screen, mouse 2C CD8+ T cells, flow cytometry; 2C CD8+ T cell-vesicle binding; active compounds read low; calls only at 7 µM; 0.068% of 330,000 active;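 active means response, share of CD8 T cells binding vesicles, and their 90th percentile fluorescence all below set limits, cut at about 80% in these data, passing the limit was not always enough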
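Incubation: binding step 1.5 h, 37 °C, antibody labelling 20 min, ice; system: murine 2C transgenic CD8+ T lymphocytes; technique: cytometric PE anti-B7-1 and Alexa647 anti-CD8 signals after 1% paraformaldehyde fixation; also added: QL9-charged Drosophila Ld/ICAM-1/B7-1 vesicles; control set: naked versus QL9-loaded vesicles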
TNAP activation fold – human TNAP enzyme activators, primary screen, biochemical, luminescent, no phosphate acceptor, uHTS (AID 1001); one-dose activation fold at 20 µM; EC50 in µM for titrated hits; purified TNAP, luminescent activation assay, no phosphate acceptor; higher activation fold means a stronger effect; Alkaline phosphatase, tissue-nonspecific isozyme (Homo sapiens); 0.03% of 200,000 active; in the data active means activation fold from about 3, or a potency from the dose series; inactive means the rest, 99 in 100 with activation fold below about 1.6; further: many of its hits are not listed in these tables
MT stabilize HCS – microtubule stabilizers in HeLa cells, primary screen, imaging, high-content imaging | HeLa tubulin immunostaining HCS, 24 h; share of cells brighter than vehicle mean+2SD | % tubulin-high responders, % at 10 µM | 0.83% of 200,000 active | AID 2205, 2009;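 active means plate Z-score above 3 for both tubulin-high and condensed-nucleus cell shares, with cell loss under 80%, at 10 µM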;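 further: anti alpha tubulin signal scored within the nucleus-defined area of each cell; some results filed as inactive read as strong as hits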
Autophagy mod – autophagy modulators in MEF cells, primary screen, imaging, high-content, MEF GFP-LC3; 0.98% of 190,000 active; MEF GFP-LC3 puncta imaging; test concentration mostly 10 µM; calls only at 10 µM (by protocol);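 active means percentage of spot-positive cells more than 3 SD above its plate mean, without a fluorescence outlier flag or 80% toxicity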;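 further: spot-positive cell cutoff set from DMSO-treated cells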
human PMI inhibitors – human PMI inhibitors, high substrate, primary screen, biochemical, fluorescence intensity, high mannose 6-phosphate (AID 1220); Mannose-6-phosphate isomerase (Homo sapiens); recombinant PMI enzyme, coupled fluorescence intensity; higher % means a stronger effect; inhibition, % at 20 µM; hits with a dose series show IC50 in µM; 0.66% of 190,000 active
human PMI inhibition – inhibitors of human PMI, primary screen, biochemical, fluorescence intensity, coupled assay (AID 1209); purified PMI enzyme, coupled fluorescence intensity; higher % means a stronger effect; inhibition, % at 20 µM, or IC50 in µM where a hit was titrated; 0.42% of 190,000 active;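 further: plate controls were DMSO vehicle for no effect and wells lacking substrate for full effect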
Lipid droplet – inhibitors of hepatocyte lipid droplet formation, primary screen, imaging, high-throughput imaging, BODIPY stain; AML12 mouse hepatocytes, oleate lipid droplets; inhibition, % at 6.5 µM; AID 1656, 2009; 0.4% of 240,000 active;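 active means lipid droplet intensity inhibited by at least 50%, with more than 500 cells counted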
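Material – AML12 mouse liver cells · Also added – oleate loading, 100 µM · Compound dosing – 6.5 µM single-point dosing · Times – overnight treatment with compound plus oleate · Measured by – fluorescence imaging, 20x objective, two fields per well · Read-out – percent inhibition of filter-corrected integrated lipid droplet intensity per well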
Insulin prom up – insulin promoter activators in MIN6 cells, imaging, high-content screening, mouse beta cells. MIN6 insulin promoter-GFP reporter; active compounds read high. z-score at 5 µM. 0.3% of 190,000 active. AID 1625, 2009;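 active means z-score above 3 at 5 µM with at least 500 cells counted in the well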
Insulin prom up cell count – also measured in Insulin prom up; calls as there; cell count; measured here: cytotoxicity, nuclei count;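 total cells summed across four imaged fields per well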
Lipid droplet cells 6.5 µM – second read-out of Lipid droplet, no call of its own (marks repeat the call); cell count; measured here: cell count, cytotoxicity flag;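 cells counted across two imaged fields per well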
b-catenin transl cell count 5 µM – recorded beside b-catenin transl, whose call it bears; cell count; measured here: cell count, cytotoxicity flag
T cell modulator vesicle-bound % – recorded beside T cell modulator, whose call it bears; double positive events, %; measured here: CD8+ vesicle-bound cell fraction;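 binding gate set so that unloaded-vesicle control wells show 10% double positive cells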
MT stabilize HCS Hoechst-high % – also measured in MT stabilize HCS; calls as there; % Hoechst-high responders; measured here: nuclear condensation Hoechst responders;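 share of cells brighter than vehicle mean plus two SD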
MT stabilize HCS cytotoxicity % – second read-out of MT stabilize HCS, no call of its own (marks repeat the call); toxicity, %; measured here: cytotoxicity by cell density;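 0% = mean cell density of plate MIN control wells and 100% = no cells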
Autophagy mod cell loss 18 h – also measured in Autophagy mod; calls as there; toxicity, %; measured here: cell loss, nuclei count;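 cell loss after 18 h compound exposure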
An asterisk follows results filed as active; i = inactive; . = not tested or not shown; + = active, no number. Unless noted, no stated cut-off is given here; in the data, active means inhibition above about 50%; inactive means the rest.

SMILES | b-catenin transl | b-catenin transl cell count 5 µM | T cell modulator | T cell modulator vesicle-bound % | TNAP activation fold | MT stabilize HCS | MT stabilize HCS Hoechst-high % | MT stabilize HCS cytotoxicity % | Autophagy mod | Autophagy mod cell loss 18 h | human PMI inhibitors | human PMI inhibition | Lipid droplet | Lipid droplet cells 6.5 µM | Insulin prom up | Insulin prom up cell count
O=[N+]([O-])c1cccc(/C=N/n2c(C3CCCCC3)n[nH]c2=S)c1 | -1.9 | 1123 | i | 44.1 | 0.6 | 4.5 | 2.9 | 2.0 | i | 15.0 | 8.9% | 9.6% | 12.1 | 682 | -0.33 | 1506
Cc1cc(C)cc(N(CC(=O)NCc2cccnc2)S(C)(=O)=O)c1 | -2.6 | 1037 | i | 53.2 | 1 | 4.2 | 3.7 | 4.5 | i | 16.1 | -0.4% | -1.6% | . | . | 0.36 | 1506
CC(=O)Nc1nonc1-c1nc2ccccc2n1CCC#N | -3.6 | 1043 | i | 25.0 | 1 | 1.6 | 1.2 | 7.6 | i | 7.0 | 6.0% | -1.2% | . | . | -0.4 | 1246
NS(=O)(=O)c1ccc(Oc2ccc(S(N)(=O)=O)cc2)cc1 | -2.9 | 1113 | i | 25.6 | 0.9 | 3.0 | 1.4 | 7.0 | i | -6.7 | -6.9% | -2.9% | 5.0 | 677 | -0.39 | 1566
CC(C)C(c1nnnn1Cc1ccc(F)cc1)N1CCN(C2CCCCC2)CC1 (stereo not given) | -8.5 | 982 | i | 4.1 | 1 | 4.7 | 1.7 | 7.0 | i | 19.4 | -4.3% | -13.7% | . | . | 1.41 | 1248
Cc1ccc(C(=S)N2CCN(Cc3ccccc3)CC2)cc1 | -3.9 | 1105 | i | 26.3 | 1.1 | 4.7 | 1.6 | 7.3 | i | -21.8 | -8.1% | -2.4% | -0.2 | 711 | -0.26 | 1547
Cc1noc(C)c1C(=O)N1CCCC1 | . | . | i | 27.2 | 1.2 | 1.5 | 1.5 | 5.9 | i | 2.7 | -7.5% | -9.7% | 12.7 | 789 | 0.3 | 956
Clc1ccc(CSc2ccc(-c3cccnc3)nn2)cc1 | -0.5 | 1140 | i | 59.2 | 0.9 | 3.6 | 1.9 | 1.7 | i | 2.1 | -1.9% | 0.3% | -2.5 | 724 | 0.02 | 1229
O=C(NCc1ccco1)c1ccc(NS(=O)(=O)c2cccc([N+](=O)[O-])c2)cc1 | -3.5 | 1104 | i | 41.4 | 1.1 | 4.5 | 2.9 | 3.3 | i | -0.7 | -4.7% | 4.1% | 2.6 | 690 | . | .
Cc1nn(-c2ccccc2)c(C)c1/C=N/n1c(-c2ccc(Cl)cc2)n[nH]c1=S | -0.4 | 1221 | i | 19.6 | 0.9 | 2.8 | 4.5 | 7.6 | i | -1.9 | 8.5% | 5.9% | -26.0 | 620 | -0.81 | 1441
CCCOc1ccc(N2C(=O)CC(N(C(=O)c3ccco3)c3ccc(OCCC)cc3)C2=O)cc1 (stereo not given) | . | . | + | 4.2* | 1.1 | 1.4 | 1.4 | 4.2 | i | -0.2 | -7.4% | 5.8% | -3.5 | 746 | -0.39 | 925
CCn1c(=O)cc(SCC(=O)NCc2ccccn2)c2ccccc21 | -0.7 | 814 | i | 17.9 | 1 | 5.0 | 4.4 | 7.6 | i | -0.4 | -6.5% | -8.8% | . | . | -0.14 | 1372
CCOC(=O)c1nccnc1C(=O)Nc1cccc(C(F)(F)F)c1 | 0.1 | 1116 | i | 39.8 | 1.1 | 1.0 | 3.0 | 7.1 | i | -3.5 | -6.4% | -8.6% | 6.4 | 723 | -0.39 | 1311
Oc1ccc2ccccc2c1N=Nc1ccccn1 | 7.1 | 714 | i | 54.6 | 0.7 | 4.3 | 0.1 | 33.9 | i | 29.8 | -5.0% | 8.2% | -20.5 | 539 | -8.6 | 704
Cc1csc(SCC(=O)O)n1 | -7.5 | 785 | i | 25.4 | 1.1 | 5.5 | 3.6 | 8.4 | i | -11.4 | 2.4% | -8.5% | . | . | 0.27 | 1319
CCN(CC#CCC(O)(c1ccccc1)C1CCCC1)C(C)C (stereo not given) | . | . | i | 42.5 | 1 | 2.8 | 1.8 | 2.2 | i | -0.7 | 4.0% | 7.4% | . | . | 1.01 | 1148
CCNc1nc2[nH]c(=O)c3c(c2s1)OC(N)=C(C#N)C3c1ccc(C)cc1 (stereo not given) | . | . | i | 47.5 | 1.1 | 3.2 | 1.7 | 5.9 | i | 5.9 | 62.6%* | 54.6%* | . | . | . | .
NC(=O)NC(Cc1ccccc1)C(=O)Nc1ccc(S(N)(=O)=O)cc1 (stereo not given) | -0.4 | 920 | i | 1.9 | 1.1 | 2.7 | 1.4 | 4.6 | i | -3.8 | -6.1% | 1.5% | -1.6 | 827 | 0.53 | 962
O=c1n(-c2ccccc2)c(=O)n(Cc2ccccn2)n1Cc1ccccn1 | . | . | i | 37.5 | 1.1 | 2.7 | 1.5 | 0.9 | i | -0.9 | -4.3% | -1.0% | -7.1 | 706 | 0.26 | 1217
c1ccc2c(c1)ncn2CCn1cnc2ccccc21 | 0.9 | 1154 | i | 17.8 | 1 | 2.9 | 1.6 | 7.5 | i | 9.4 | -4.7% | -6.2% | . | . | -0.34 | 1096
O=[N+]([O-])c1cc2c(c(CSc3ncccn3)c1)OCOC2 | 1.5 | 1107 | i | 17.3 | 1.1 | 2.6 | 0.6 | 11.1 | i | -3.4 | 8.7% | 1.2% | 22.6 | 724 | 0.49 | 1528
N#CC1=C(N)Oc2cc(N)ccc2C1c1ccsc1 (stereo not given) | -0.7 | 483 | i | 44.3 | 1.1 | 2.6 | 2.2 | 2.3 | i | 4.2 | 11.1% | 0.8% | 8.2 | 616 | 0.05 | 1373
Cc1c(NC(=O)C2CC(c3c(F)cccc3Cl)=NO2)c(=O)n(-c2ccccc2)n1C (stereo not given) | . | . | i | 14.9 | 1.1 | 3.4 | 1.6 | 2.8 | i | -7.4 | -15.8% | -9.0% | 1.4 | 459 | . | .
COc1ccc(C(=O)c2ccccc2)cc1Br | -1.9 | 1231 | i | 21.9 | 1 | 2.3 | 1.3 | 1.3 | i | -2.1 | 11.2% | 9.3% | . | . | 0.12 | 1580
Cc1ccc(NC(=O)c2noc3c2CCCCC3)cc1C | . | . | i | 16.7 | 1.1 | 5.1 | 2.4 | 4.0 | i | 22.9 | 5.1% | 9.6% | -4.9 | 722 | 0.58 | 1249
COc1ccc(OCCNc2cc(N3CCOCC3)ccc2[N+](=O)[O-])cc1 | -2.2 | 1363 | i | 44.6 | 0.9 | 1.6 | 1.9 | 12.8 | i | -3.2 | 5.4% | -5.3% | . | . | -0.7 | 775
Cc1nn(C(=O)c2nn(C)cc2[N+](=O)[O-])c(C)c1Cl | -1.2 | 1037 | i | 62.6 | 1.1 | 5.0 | 1.9 | 21.0 | i | 13.8 | -8.7% | -5.6% | -2.5 | 688 | -0.29 | 1312
Cc1nn(Cc2ccc(C(=O)N3N=C(C(F)F)CC3(O)C(F)F)cc2)c(C)c1[N+](=O)[O-] (stereo not given) | -2.8 | 879 | i | 36.3 | 1.1 | 5.0 | 1.5 | 12.3 | i | 2.4 | -1.0% | 1.8% | . | . | -0.49 | 966
CCOc1ccccc1NC(=O)Cn1c(C)cc(COC)c(C#N)c1=O | -4.4 | 912 | i | 58.0 | 0.9 | 2.4 | 2.1 | 8.0 | i | 0.4 | -2.5% | -2.6% | . | . | 0.15 | 1241
CCN1CCN(C(C)C(=O)Nc2c(C)n(C)n(-c3ccccc3)c2=O)CC1 (stereo not given) | -1.6 | 912 | i | 50.3 | 1.1 | 3.5 | 1.4 | 1.0 | i | 0.0 | 5.0% | 15.0% | . | . | 1.15 | 1167
O=C1C2C(C(=O)N1/N=C/c1ccc([N+](=O)[O-])o1)C1C=CC2C12CC2 (stereo not given) | -2.8 | 541 | i | 24.4 | 1 | 2.6 | 3.8 | 9.1 | i | 15.6 | 13.9% | -6.5% | -37.3 | 598 | 0.13 | 1224
C/C(=N/NS(=O)(=O)c1ccc(F)cc1)c1ccc(NC(=O)c2ccc(C)o2)cc1 | -2.9 | 1269 | i | 27.0 | 1.1 | 2.4 | 1.6 | 6.3 | i | 30.8 | 1.6% | 4.6% | 25.2 | 810 | 0.8 | 899
CCOCCn1c(SCc2c(F)cccc2Cl)nc2c1c(=O)[nH]c(=O)n2C | -4.3 | 1203 | i | 48.6 | 1.1 | 2.8 | 1.2 | 4.4 | i | -2.2 | -4.6% | 0.7% | -0.4 | 743 | -0.48 | 1294
COc1ccccc1-n1c([S-])c(C(=O)Nc2ccccc2C(F)(F)F)[n+]2ccc(C(=O)NCCO)cc12 | -0.7 | 1085 | i | 55.0 | 0.9 | 2.6 | 1.6 | 6.9 | i | -8.8 | -9.4% | -36.0% | -3.6 | 725 | -0.33 | 1195
CCOC(=O)C1=C(C)Nc2nc(C)nn2C1c1ccc(OC)c(OC)c1 (stereo not given) | 2.7 | 551 | i | 49.4 | 1.1 | 5.0 | 3.0 | 4.8 | i | -0.9 | 4.1% | 6.0% | -6.6 | 761 | 0.9 | 1243
